Screening data deposited in PubChem BioAssay by several laboratories.
Bim-Mcl-1: human Bim-Mcl-1 interaction inhibition | Bead-based flow cytometry, Bim peptide-Mcl-1 binding | inhibition, % at 10 µM | Q07820 | hit rate 0.1% among 190,000;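 note: 0% = no compound tracer wells and 100% = peptide blocker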
Bcl-XL Bim block: disrupts Bim peptide binding to human Bcl-XL. Q07817. bead flow cytometry, fluorescence. inhibition, % at 10 µM. hit rate 0.04% among 190,000. AID 1007
Target sequence (Q07817 whole entry, looked up): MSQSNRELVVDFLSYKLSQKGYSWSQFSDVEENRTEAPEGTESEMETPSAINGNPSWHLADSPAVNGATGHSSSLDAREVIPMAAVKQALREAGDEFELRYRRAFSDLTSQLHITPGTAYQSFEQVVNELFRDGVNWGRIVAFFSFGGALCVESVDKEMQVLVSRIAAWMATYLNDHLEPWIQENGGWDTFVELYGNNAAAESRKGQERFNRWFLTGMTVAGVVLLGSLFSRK
RGS8-Gao reg: human RGS8-Galphao interaction regulation. P09471. multiplexed bead flow cytometry, RGS8-Galphao binding; actives lie on both sides. response (percent of control binding), % at 10 µM. hit rate 0.34% among 220,000; in the data active = response below about 60% or above about 140%; inactive = in between;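 note: Galphao activated as the GDP aluminium fluoride complex binding bead-coupled RGS8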
Target sequence (P09471 whole entry, looked up): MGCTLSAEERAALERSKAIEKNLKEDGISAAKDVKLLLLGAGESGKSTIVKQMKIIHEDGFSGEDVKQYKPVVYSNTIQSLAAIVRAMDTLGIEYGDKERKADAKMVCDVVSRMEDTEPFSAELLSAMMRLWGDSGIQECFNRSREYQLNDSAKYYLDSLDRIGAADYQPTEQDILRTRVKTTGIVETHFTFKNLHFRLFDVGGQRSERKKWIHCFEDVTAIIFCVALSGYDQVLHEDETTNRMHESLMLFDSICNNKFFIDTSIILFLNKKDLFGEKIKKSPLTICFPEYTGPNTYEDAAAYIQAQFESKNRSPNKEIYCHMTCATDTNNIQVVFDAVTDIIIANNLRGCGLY
RGS7-Gao: human RGS7-Galphao interaction regulation; P09471; hit rate 0.35% among 220,000; binding response (% of control), % at 10 µM; Multiplexed bead flow cytometry, RGS7-Galphao binding; actives lie on both sides; in the data active = binding response below about 49% or above about 150%; inconclusive = no clear call, values can overlap the other calls; inactive = in between;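 note: fluorescent Galphao held in activated GDP-AlF4 state binding bead-coupled RGS7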
RGS4-Gao reg: human RGS4-Galphao interaction regulation. P09471. Multiplexed bead flow cytometry, RGS4-Galphao binding; actives lie on both sides. binding response (% of control), % at 10 µM. hit rate 0.33% among 220,000. AID 1415; in the data active = binding response below about 49% or above about 150%; inactive = in between;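 note: fluorescent Galphao activated with aluminum fluoride binding bead-coupled RGS4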
Mcl1 Bid PPI: disrupts binding of human Mcl-1 to Bid peptide; Q07820; TR-FRET Mcl-1/Bid-Dy647 peptide binding, 1536-well; inhibition, % at 21.7 µM; hit rate 0.97% among 220,000; AID 1021;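 active = compounds that cut the binding signal by more than half at the single screening dose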;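 note: His-tagged Mcl-1 with europium anti-His antibody binding Bid BH3 peptide; 0% = Mcl-1 plus peptide wells and 100% = peptide-only wells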
Bim-Bfl-1: human Bim-Bfl-1 interaction inhibition; Bead-based flow cytometry, Bim-Bfl-1 binding inhibition; hit rate 0.12% among 190,000; AID 1008; inhibition, % at 10 µM;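 note: 0% = wells without compound plus tracer and 100% = blocker peptide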
Bim-Bcl-2: human Bim-Bcl-2 interaction inhibition; P10415; Bead-based flow cytometry, Bim peptide-Bcl-2 binding; inhibition, % at 10 µM; hit rate 0.06% among 190,000; AID 950; in the data active = inhibition above about 40%; inconclusive = no clear call, values can overlap the other calls;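 note: 0% = no compound wells with probe peptide and 100% = reference peptide inhibitor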
Target sequence (P10415 whole entry, looked up): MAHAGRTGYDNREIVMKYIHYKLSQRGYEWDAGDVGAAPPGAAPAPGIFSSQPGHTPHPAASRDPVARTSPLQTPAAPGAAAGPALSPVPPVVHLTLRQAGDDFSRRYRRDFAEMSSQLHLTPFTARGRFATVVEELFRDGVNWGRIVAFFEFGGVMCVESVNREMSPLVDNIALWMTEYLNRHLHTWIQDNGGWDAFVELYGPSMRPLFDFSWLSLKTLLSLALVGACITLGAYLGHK
Bcl-W Bim block: disrupts Bim peptide binding to human Bcl-W; Q92843; bead-based flow cytometry; inhibition, % at 10 µM; hit rate 0.02% among 190,000; AID 952;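 note: 0% = bound tracer without compound and 100% = peptide blocker; higher means less fluorescent Bim peptide bound to Bcl-W beads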
Bim-Bcl-B: disrupts Bim peptide binding to human Bcl-B. Q9HD36. bead-based flow cytometry. inhibition, % at 10 µM. hit rate 0.073% among 190,000. AID 951;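 note: 0% = tracer peptide without compound and 100% = reference inhibitor peptide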
Target sequence (Q9HD36 whole entry, looked up): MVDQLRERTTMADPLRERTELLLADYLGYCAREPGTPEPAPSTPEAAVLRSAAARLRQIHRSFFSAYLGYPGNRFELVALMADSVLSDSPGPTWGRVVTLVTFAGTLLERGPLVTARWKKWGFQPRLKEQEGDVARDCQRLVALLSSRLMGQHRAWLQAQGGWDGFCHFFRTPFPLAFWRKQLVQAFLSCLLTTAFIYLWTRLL
GSH bead fluor: compound fluoresces at 488/530 nm on GSH beads | GSH beads flow cytometry, compound fluorescence 488/530 nm; hits give high values | fluorescence (KMESF) at 10 µM | hit rate 0.25% among 190,000; in the data active = fluorescence above about 89;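 note: glutathione beads carrying GST-tagged Bcl family fusion proteins plus one bare bead set; values are compound well signal with DMSO vehicle wells as background; inactives centre near 16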
Numbers without * were called inactive. Cut-off read from the data, not from the text of the source, unless noted: active = inhibition above about 40%.

CCOC(=O)Cc1csc(NC(NC(=O)CC)(C(F)(F)F)C(F)(F)F)n1 was read as Bim-Mcl-1 -1, Bcl-XL Bim block 6, RGS8-Gao reg 99, RGS7-Gao 96, RGS4-Gao reg 101, Mcl1 Bid PPI -11, Bim-Bfl-1 -11, Bim-Bcl-2 -8, Bcl-W Bim block -3, Bim-Bcl-B -8 and GSH bead fluor 37.
CC(=O)c1c(-c2ccccc2)c2ccccc2[nH]c1=O was read as Bim-Mcl-1 -2, Bcl-XL Bim block -5, RGS8-Gao reg 103, RGS7-Gao 97, RGS4-Gao reg 100, Mcl1 Bid PPI -16, Bim-Bfl-1 -5, Bim-Bcl-2 -1, Bcl-W Bim block -6, Bim-Bcl-B -3 and GSH bead fluor 16.
Screening Cn1cc(S(=O)(=O)N2CCN(c3ccc(F)cc3)CC2)c(=O)n(C)c1=O returned Bim-Mcl-1 0, Bcl-XL Bim block -4, RGS8-Gao reg 97, RGS7-Gao 99, RGS4-Gao reg 99, Mcl1 Bid PPI -15, Bim-Bfl-1 -11, Bim-Bcl-2 -8, Bcl-W Bim block -1, Bim-Bcl-B -5 and GSH bead fluor 18.
For O=C(CSc1nnc(-c2ccccc2)c2ccccc12)NCC1CCCO1 (stereo not drawn) the results were Bim-Mcl-1 -1, Bcl-XL Bim block -2, RGS8-Gao reg 99, RGS7-Gao inconclusive, RGS4-Gao reg 97, Mcl1 Bid PPI -9, Bim-Bfl-1 2, Bim-Bcl-2 1, Bcl-W Bim block -2, Bim-Bcl-B 0 and GSH bead fluor 12.
`COC(=O)c1ccccc1OC(=O)c1cccnc1` gave Bim-Mcl-1 -2, Bcl-XL Bim block -1, RGS8-Gao reg 101, RGS7-Gao 102, RGS4-Gao reg 99, Mcl1 Bid PPI 9, Bim-Bfl-1 -4, Bim-Bcl-2 -5, Bcl-W Bim block -2, Bim-Bcl-B -2 and GSH bead fluor 15.
`CNC(=O)CN(C1CCCCC1)S(=O)(=O)c1ccc(F)cc1` gave Bim-Mcl-1 -1, Bcl-XL Bim block -7, RGS8-Gao reg 101, RGS7-Gao 101, RGS4-Gao reg 100, Mcl1 Bid PPI -5, Bim-Bfl-1 -11, Bim-Bcl-2 -11, Bcl-W Bim block -1, Bim-Bcl-B -6 and GSH bead fluor 21.
CC(C)C(=O)Nc1ccc(C(=O)Nc2nnc(C(C)C)s2)cc1 was read as Bim-Mcl-1 2, Bcl-XL Bim block 1, RGS8-Gao reg 102, RGS7-Gao 122, RGS4-Gao reg 103, Mcl1 Bid PPI -8, Bim-Bfl-1 -5, Bim-Bcl-2 0, Bcl-W Bim block 0, Bim-Bcl-B -3 and GSH bead fluor 26.
Screening CC(=O)c1ccc(Oc2nc(-c3cccnc3)nc3ccccc23)cc1 returned Bim-Mcl-1 0, Bcl-XL Bim block -2, RGS8-Gao reg 103, RGS7-Gao 103, RGS4-Gao reg 103, Mcl1 Bid PPI 6, Bim-Bfl-1 -3, Bim-Bcl-2 -1, Bcl-W Bim block 2, Bim-Bcl-B 0 and GSH bead fluor 7.
Cc1cccc(N2CCN(c3ccc(NC(=O)/C=C\C(=O)O)cc3)CC2)c1 was read as Bim-Mcl-1 -3, Bcl-XL Bim block -2, RGS8-Gao reg 102, RGS7-Gao 99, RGS4-Gao reg 100, Mcl1 Bid PPI -52, Bim-Bfl-1 -2, Bim-Bcl-2 -1, Bcl-W Bim block 0, Bim-Bcl-B -5 and GSH bead fluor 18.
Cc1ccccc1NS(=O)(=O)c1cc(C(=O)NCc2ccco2)ccc1C was read as Bim-Mcl-1 -1, Bcl-XL Bim block 1, RGS8-Gao reg 96, RGS7-Gao 95, RGS4-Gao reg 95, Mcl1 Bid PPI -15, Bim-Bfl-1 -12, Bim-Bcl-2 -13, Bcl-W Bim block 1, Bim-Bcl-B -7 and GSH bead fluor 40.
Screening COc1ccc(Nc2ccc([N+](=O)[O-])cc2[N+](=O)[O-])cc1 returned Bim-Mcl-1 0, Bcl-XL Bim block -3, RGS8-Gao reg 101, RGS7-Gao 96, RGS4-Gao reg 99, Mcl1 Bid PPI -30, Bim-Bfl-1 -4, Bim-Bcl-2 -1, Bcl-W Bim block -1, Bim-Bcl-B -2 and GSH bead fluor 9.
For CC(=O)N1CCN(S(=O)(=O)c2ccccc2)C1c1ccccc1 (stereo not drawn) the results were Bim-Mcl-1 -1, Bcl-XL Bim block 0, RGS8-Gao reg 101, RGS7-Gao 103, RGS4-Gao reg 104, Mcl1 Bid PPI -11, Bim-Bfl-1 0, Bim-Bcl-2 -1, Bcl-W Bim block 0, Bim-Bcl-B -2 and GSH bead fluor 18.
For COc1cc2c(cc1OC)CC(=O)NC=C2 the results were Bim-Mcl-1 -1, Bcl-XL Bim block 0, RGS8-Gao reg 98, RGS7-Gao 98, RGS4-Gao reg 99, Mcl1 Bid PPI -21, Bim-Bfl-1 1, Bim-Bcl-2 -3, Bcl-W Bim block 2, Bim-Bcl-B 1 and GSH bead fluor 13.
Cc1nc(NS(=O)(=O)c2ccccc2)sc1NC(=O)Nc1ccccc1 was read as Bim-Mcl-1 -3, Bcl-XL Bim block -1, RGS8-Gao reg 103, RGS7-Gao 107, RGS4-Gao reg 105, Mcl1 Bid PPI -52, Bim-Bfl-1 -7, Bim-Bcl-2 -2, Bcl-W Bim block 0, Bim-Bcl-B -3 and GSH bead fluor 23.
`Cc1nc(CC(C)C)cc(C(=O)N2CCCC(CNS(=O)(=O)c3cccs3)C2)n1` (stereo not drawn) gave Bim-Mcl-1 0, Bcl-XL Bim block 0, RGS8-Gao reg 103, RGS7-Gao 100, RGS4-Gao reg 99, Mcl1 Bid PPI -18, Bim-Bfl-1 -5, Bim-Bcl-2 -2, Bcl-W Bim block 0, Bim-Bcl-B 0 and GSH bead fluor 11.
CCCCCCN1C=CC(=C/C=C(\C#N)C(=O)OCC)C=C1 was read as Bim-Mcl-1 -2, Bcl-XL Bim block 0, RGS8-Gao reg 99, RGS7-Gao 99, RGS4-Gao reg 103, Mcl1 Bid PPI 1, Bim-Bfl-1 -1, Bim-Bcl-2 1, Bcl-W Bim block 0, Bim-Bcl-B 1 and GSH bead fluor 15.
COc1ccc(CCNC(=O)c2ccc3ccccc3n2)cc1OC was read as Bim-Mcl-1 -2, Bcl-XL Bim block -4, RGS8-Gao reg 123, RGS7-Gao 121, RGS4-Gao reg 105, Mcl1 Bid PPI -31, Bim-Bfl-1 -16, Bim-Bcl-2 -6, Bcl-W Bim block -8, Bim-Bcl-B -7 and GSH bead fluor 18.
For COC(=O)CSc1nc2c(c(-c3ccc(C)o3)c1C#N)CCCC2 the results were Bim-Mcl-1 2, Bcl-XL Bim block 1, RGS8-Gao reg 96, RGS7-Gao 97, RGS4-Gao reg 102, Mcl1 Bid PPI -7, Bim-Bfl-1 0, Bim-Bcl-2 -3, Bcl-W Bim block 2, Bim-Bcl-B 3 and GSH bead fluor 43.
COc1ccc(-c2noc(CCC(=O)NCCCN3CCN(c4ccc(F)cc4)CC3)n2)cc1 was read as Bim-Mcl-1 2, Bcl-XL Bim block -2, RGS8-Gao reg 102, RGS7-Gao 105, RGS4-Gao reg 105, Mcl1 Bid PPI -13, Bim-Bfl-1 -1, Bim-Bcl-2 0, Bcl-W Bim block 1, Bim-Bcl-B -4 and GSH bead fluor 20.
COc1ccc(-c2ncc(CN3CCC(CO)(Cc4cccc(OC)c4)CC3)cn2)cc1 was read as Bim-Mcl-1 0, Bcl-XL Bim block 0, RGS8-Gao reg 99, RGS7-Gao 101, RGS4-Gao reg 101, Mcl1 Bid PPI -26, Bim-Bfl-1 -6, Bim-Bcl-2 -1, Bcl-W Bim block 0, Bim-Bcl-B 0 and GSH bead fluor 13.
COc1cc(CN2CCC(C(=O)N3CCCC(C)C3)CC2)cc(OC)c1O (stereo not drawn) was read as Bim-Mcl-1 4, Bcl-XL Bim block -1, RGS8-Gao reg 98, RGS7-Gao 96, RGS4-Gao reg 98, Mcl1 Bid PPI -33, Bim-Bfl-1 -8, Bim-Bcl-2 -3, Bcl-W Bim block 1, Bim-Bcl-B -4 and GSH bead fluor 28.
CCN(CC)S(=O)(=O)c1ccc(NC(=O)CN(c2cccc(C)c2)S(C)(=O)=O)cc1 was read as Bim-Mcl-1 2, Bcl-XL Bim block 0, RGS8-Gao reg 103, RGS7-Gao 102, RGS4-Gao reg 102, Mcl1 Bid PPI 4, Bim-Bfl-1 3, Bim-Bcl-2 5, Bcl-W Bim block 1, Bim-Bcl-B -3 and GSH bead fluor 18.
For COc1ccc(N(C(=O)COc2ccc(C)cc2)S(=O)(=O)c2ccc(C)cc2)cc1 the results were Bim-Mcl-1 -4, Bcl-XL Bim block -3, RGS8-Gao reg 101, RGS7-Gao 103, RGS4-Gao reg 102, Mcl1 Bid PPI -5, Bim-Bfl-1 1, Bim-Bcl-2 0, Bcl-W Bim block 0, Bim-Bcl-B -8 and GSH bead fluor 4.
COc1ccccc1N1CCN(/N=C/c2cc(OC)c(O)c(OC)c2)CC1 was read as Bim-Mcl-1 -7, Bcl-XL Bim block -2, RGS8-Gao reg 97, RGS7-Gao 100, RGS4-Gao reg 98, Mcl1 Bid PPI -49, Bim-Bfl-1 10, Bim-Bcl-2 4, Bcl-W Bim block 3, Bim-Bcl-B -13 and GSH bead fluor 6.
CCN(CC)S(=O)(=O)c1ccc2c(c1)c(=O)c(C(=O)NCc1ccc3c(c1)OCO3)cn2C was read as Bim-Mcl-1 -6, Bcl-XL Bim block -8, RGS8-Gao reg 101, RGS7-Gao 100, RGS4-Gao reg 103, Mcl1 Bid PPI 29, Bim-Bfl-1 -2, Bim-Bcl-2 -4, Bcl-W Bim block -3, Bim-Bcl-B -4 and GSH bead fluor 22.
CCc1ccccc1N(C)C(=O)CCc1nc(-c2ccc(C)cc2)no1 was read as Bim-Mcl-1 -2, Bcl-XL Bim block -5, RGS8-Gao reg 102, RGS7-Gao 97, RGS4-Gao reg 99, Mcl1 Bid PPI -6, Bim-Bfl-1 -19, Bim-Bcl-2 -15, Bcl-W Bim block 0, Bim-Bcl-B -8 and GSH bead fluor 24.
Screening COc1ccccc1NC(=O)CSc1nnc(CNC(=O)COc2ccc(Cl)cc2)o1 returned Bim-Mcl-1 -5, Bcl-XL Bim block -5, RGS8-Gao reg 95, RGS7-Gao 94, RGS4-Gao reg 99, Mcl1 Bid PPI -12, Bim-Bfl-1 0, Bim-Bcl-2 -4, Bcl-W Bim block 0, Bim-Bcl-B -7 and GSH bead fluor 21.
O=C(NC(Cc1c[nH]c2ccccc12)C(=O)N/N=C/c1cccc2ccccc12)c1cccs1 (stereo not drawn) was read as Bim-Mcl-1 0, Bcl-XL Bim block 0, RGS8-Gao reg 105, RGS7-Gao 102, RGS4-Gao reg 101, Mcl1 Bid PPI -2, Bim-Bfl-1 1, Bim-Bcl-2 4, Bcl-W Bim block 6, Bim-Bcl-B 0 and GSH bead fluor 9.
Screening COCCCNCCOCCOc1ccc(Cl)cc1C(C)(C)C returned Bim-Mcl-1 -1, Bcl-XL Bim block 1, RGS8-Gao reg 111, RGS7-Gao 110, RGS4-Gao reg 110, Mcl1 Bid PPI -12, Bim-Bfl-1 5, Bim-Bcl-2 2, Bcl-W Bim block -2, Bim-Bcl-B -1 and GSH bead fluor 7.
